Mito fusion yeast: qHTS Assay for Small Molecule Inhibitors of Mitochondrial Division or Activators of Mitochondrial Fusion; AID 485298, 2010; S. cerevisiae fusion-defective mutant growth rescue, CellTiterGlo 48 h; Potency, µM (doses to about 46.1 µM), inactives show at the highest dose growth rescue (activation), usual class: activators; actives 0.23% (n = 320,000);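 further: potency means the concentration at half of the fitted maximal effect; % of control where 0% means no effect; nearly all actives have a fitted effect of over 45% in size; temperature-sensitive fusion mutants such as fzo1-1 at 37 °C on non-fermentable ethanol glycerol medium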
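Compounds are tested for their ability to restore growth of mitochondrial fusion-defective yeast strains at non-permissive 37C in YPEG medium over 48 hours. Viability is quantified by luciferase luminescence.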
FLuc counter: qHTS profiling assay for firefly luciferase inhibitor/activator using purifed enzyme and Km concentrations of substrates (counterscreen for miR-21 project); Luciferin 4-monooxygenase (Photinus pyralis), P08659; purified FLuc, Km substrates, luminescence inhibition; Potency, µM (doses to about 57.5 µM), inactives show top-dose activity change, negative = inhibition, actives largely listed as inhibitors; actives 6.9% (n = 360,000); AID 588342, 2011;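 further: potency means the concentration at half of the fitted maximal effect; plate controls were vehicle for no effect and reference inhibitor for full effect; nearly all actives have a fitted effect of over 55% in size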
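Biochemical qHTS of compounds, final roughly 60 µM downward over six points, against 10 nM purified firefly luciferase using Km concentrations of substrates (10 uM D-luciferin, 10 uM ATP) in Tris acetate pH 7.5 buffer; luminescence output.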
KCNH2 3.1 inh: qHTS for Inhibitors of KCHN2 3.1: Mutant qHTS. Potassium voltage-gated channel subfamily H member 2, brain isoform KCNH2 3.1 (human). U2OS KCNH2 3.1, thallium flux FluxOr; hits give low values. activity change, % (tested at about 1.8 µM). actives 0.95% (n = 340,000);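 active means maximum activity change below -70%; inconclusive means maximum activity change from -70% to -50%; inactive means maximum activity change above -50%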;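 further: thallium influx rate constant from kinetic fluorescence after stimulation buffer; on the % scale 0 is the no-effect control and ±100 the full control effect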
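We transduce U2OS cells with the mutant 3.1 virus, culture them overnight, load FluxOr with Red40 quencher for 45 min, then add stimulation buffer and read kinetically for 2 min to derive a normalized rate constant.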
NPC1 prom act: qHTS Assay for NPC1 Promoter Activators; Huh7 NPC1 promoter luciferase reporter, 24 h; Potency, µM (titrated, usually from 9.22 µM), for inactives: top-dose activation, most hits filed as activators; actives 2.4% (n = 320,000); AID 485313, 2010;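 further: potency means the concentration at half of the fitted maximal effect; % of control where 0% means no effect; nearly all actives have a fitted effect of over 60% in size; reporter is driven by a mutant NPC1 promoter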
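Readout is luciferase luminescence, reflecting NPC1 promoter activation in stably transfected Huh7 cells after 24 h compound exposure at 37 °C in reduced-serum medium with 10% FBS.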
RORgamma inh: qHTS for inhibitors of ROR gamma transcriptional activity; Potency, µM (titrated, usually from 53.6 µM), for the others: top-dose activity change, negative = inhibition, actives largely listed as inhibitors; actives 5.4% (n = 310,000); Drosophila S2 Gal4-RORgamma UAS-luciferase reporter, 20 h; further: potency means the concentration at half of the fitted maximal effect; on the % scale 0 is the no-effect control and ±100 the full control effect; nearly all actives have a fitted effect of over 60% in size
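Compounds are pin-transferred onto Drosophila Schneider cells expressing a copper-inducible Gal4–ROR gamma transactivation domain fusion. After 1 hr, copper sulfate is added to 700 uM final; luciferase is read 20 hr later.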
ELG1 repair inh: qHTS screen for small molecules that inhibit ELG1-dependent DNA repair in human embryonic kidney (HEK293T) cells expressing luciferase-tagged ELG1. AID 504467, 2011. actives 2.3% (n = 330,000). Potency, µM (highest dose often 46.1 µM), for inactives: at the highest dose activity change, negative = inhibition, usual class: inhibitors. HEK293T ELG1-luciferase reporter, luminescence, 16 h; DNA damage induced by 5-fluorouridine; further: potency means the concentration at half of the fitted maximal effect; on the % scale 0 is the no-effect control and ±100 the full control effect; nearly all actives have a fitted effect of over 55% in size
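5-Fluorouridine DNA damage + compound/DMSO, 2,000 cells/well, 16 h, 37 °C/5% CO2. ONE-Glo, 30 min RT, luminescence. Readout = decrease in reporter signal.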
PKM2 activator: qHTS Assay for Activators of Human Muscle isoform 2 Pyruvate Kinase. purified PKM2, Kinase-Glo ATP luminescence, activation; response scale: 0% is enzyme alone, no compound. actives 0.34% (n = 260,000). Potency, µM (titrated, usually from 57.5 µM), for the others: at the top dose activation, hits mostly activators. Pyruvate kinase PKM (Homo sapiens), P14618. AID 1631, 2009; further: potency means the concentration at half of the fitted maximal effect; on the % scale 0 is the no-effect control and ±100 the full control effect; nearly all actives have a fitted effect of over 55% in size
Target sequence (P14618 whole entry, looked up, canonical isoform): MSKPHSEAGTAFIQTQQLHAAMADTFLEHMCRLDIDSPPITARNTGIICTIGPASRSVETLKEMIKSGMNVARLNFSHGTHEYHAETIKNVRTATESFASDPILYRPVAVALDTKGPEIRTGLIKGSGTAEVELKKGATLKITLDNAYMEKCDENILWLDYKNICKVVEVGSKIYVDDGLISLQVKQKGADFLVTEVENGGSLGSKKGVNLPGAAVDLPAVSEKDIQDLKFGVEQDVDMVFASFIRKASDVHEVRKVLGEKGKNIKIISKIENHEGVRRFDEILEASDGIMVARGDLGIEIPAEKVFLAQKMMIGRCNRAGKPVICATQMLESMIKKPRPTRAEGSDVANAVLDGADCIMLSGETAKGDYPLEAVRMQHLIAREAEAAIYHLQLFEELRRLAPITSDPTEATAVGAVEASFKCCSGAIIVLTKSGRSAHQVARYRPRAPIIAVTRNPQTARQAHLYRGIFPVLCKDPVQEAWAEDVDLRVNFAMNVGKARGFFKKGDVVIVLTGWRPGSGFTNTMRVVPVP
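hPK-M2, >95% pure; 0.1 mM ADP / 0.5 mM PEP final; imidazole pH7.2 buffer w/ 7 mM MgCl2, 50 mM KCl; 1 h RT; Kinase-Glo lum. Intermediate enzyme activity for dual inhibitor/activator qHTS.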
MBNL1-CUG inh: qHTS Assay for Inhibitors of MBNL1-poly(CUG) RNA binding. TR-FRET MBNL1-His/biotin-(CUG)12 binding, 665/545 ratio. Muscleblind-like protein 1 (Homo sapiens), Q9NR56. actives 0.036% (n = 280,000). Potency, µM (highest dose often 57.5 µM), without a hit: top-dose activity change, negative = inhibition, usual class: inhibitors; active means well fitted inhibition curve with a large enough effect in the signal ratio, with a control signal flat, not every such curve was filed as active; inconclusive means small, poorly fitted or top-dose-only effect, or effect the other way, or a change in a side signal; inactive means no such curve, though single readings can be large or run the other way; the % refers to the signal ratio; further: potency means the concentration at half of the fitted maximal effect; on the % scale 0 is the no-effect control and ±100 the full control effect
Target sequence (Q9NR56 whole entry, looked up): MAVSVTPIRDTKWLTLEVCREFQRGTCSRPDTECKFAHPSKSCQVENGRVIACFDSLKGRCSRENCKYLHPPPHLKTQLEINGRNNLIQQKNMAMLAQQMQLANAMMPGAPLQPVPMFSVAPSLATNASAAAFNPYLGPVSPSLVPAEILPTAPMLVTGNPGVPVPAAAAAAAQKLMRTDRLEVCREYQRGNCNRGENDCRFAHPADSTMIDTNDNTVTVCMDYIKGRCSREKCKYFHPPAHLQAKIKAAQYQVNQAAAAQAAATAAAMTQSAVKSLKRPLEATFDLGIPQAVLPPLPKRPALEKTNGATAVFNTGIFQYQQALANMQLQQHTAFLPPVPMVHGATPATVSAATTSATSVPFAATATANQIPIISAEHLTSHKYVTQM
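His-tagged MBNL1 binding to biotinylated (CUG)12 RNA was measured by TR-FRET using terbium anti-His antibody (0.055 ng/ul final) and streptavidin-XL665 (5 nM final). Compounds were titrated 92 nM to 58 uM; 60 min at room temperature.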
Menin-MLL TR inh: qHTS Assay for Inhibitors Targeting the Menin-MLL Interaction in MLL Related Leukemias: Competition With Texas Red Labeled MLL-derived Mutant Peptide; actives 0.23% (n = 270,000); Menin + Texas Red MLL mutant peptide, fluorescence polarization; O00255; Potency, µM (doses to about 61.6 µM), without a hit: top-dose FP activity change, negative = inhibition, usual class: inhibitors; active means well fitted inhibition curve with a large enough effect in the polarisation, with a control signal flat, not every such curve was filed as active; inconclusive means small, poorly fitted or top-dose-only effect, or effect the other way, or a change in a side signal; inactive means no such curve, though single readings can be large or run the other way; the % refers to the polarisation; further: potency means the concentration at half of the fitted maximal effect; % of control where 0% means no effect; many of its hits are not listed in these tables
Gal4-VP16 FLuc: VP16 counterscreen qHTS for inhibitors of ROR gamma transcriptional activity; actives 3.5% (n = 310,000); Potency, µM (series often up to 53.6 µM), inactives show top-dose activity, negative = inhibition, usual class: inhibitors; Drosophila S2 Gal4-VP16 UAS-luciferase, luminescence, 20 h;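 further: Gal4-VP16 expression switched on by copper sulfate through the metallothionein promoter; potency means the concentration at half of the fitted maximal effect; on the % scale 0 is the no-effect control and ±100 the full control effect; nearly all actives have a fitted effect of over 50% in size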
Rab9 promoter act: qHTS Assay for Rab9 Promoter Activators; actives 2.8% (n = 320,000); Potency, µM (highest dose often 9.22 µM), for inactives: at the highest dose activation, negative = inhibition, usual class: activators; Huh7 Rab9 promoter-luciferase reporter, luminescence, 24 h; further: potency means the concentration at half of the fitted maximal effect; % of control where 0% means no effect; nearly all actives have a fitted effect of over 60% in size
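Huh7 cells stably carrying a Rab9 promoter-luciferase reporter, 1500 cells per well in OP-MEM I with 10% FBS, treated with compound 24 hours at 37C. Luciferase activity read by luminescence after 10 minutes with Amplite reagent.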
Numbers without * were called inactive; ? = inconclusive; / = not tested or not shown; [ ] = remark or other dose. Unless noted, the call rests on the fitted dose curve; in most records, active means well fitted curve in the direction sought with a large enough effect; inconclusive means small, poorly fitted or top-dose-only effect, or another doubt; inactive means no such curve, though single readings can be large; an effect the other way counts as inactive or inconclusive. An excerpt, so the mix of outcomes need not match the whole.

Results follow in this order: Mito fusion yeast	FLuc counter	KCNH2 3.1 inh	NPC1 prom act	RORgamma inh	ELG1 repair inh	PKM2 activator	MBNL1-CUG inh	Menin-MLL TR inh	Gal4-VP16 FLuc	Rab9 promoter act
O=C(c1cc2c(s1)CCC2)N1CCN(c2ccccc2)CC1
    1%	-9%	-13	2%	?	?	2%	-3%	?	?	2%
CC[C@@]12C(=O)N(c3ccc(OC)cc3)C(=O)N1[C@H](c1ccc(Cl)cc1)[C@@H]1C(=O)N(C3CCCCC3)C(=O)[C@@H]12
    3%	-2%	-13	-4%	-2%	-1%	3%	-7%	19%	?	-4%
CCCCC1=CC2=CC(=O)C(C)(OC(=O)CC)C(=O)C2=CN1C1CCCC1 (stereo unspecified)
    -10%	-1%	9	-1%	-20%	17%	1%[11.5 µM]	12%	-16%[11.7 µM]	13%	-4%
COc1ccccc1N1CCN(CC(=O)Nc2nc(C)c(C(=O)N(C)C)s2)CC1
    4%	0%	-9	-2%	10%	-4%	-7%	8%	-2%	-1%	-2%
CC(=O)c1ccc(N2CCN(S(=O)(=O)c3c(C(=O)N4CCCCC4)c(C)n(C)c3C)CC2)cc1
    -1%	-4%	13	-8%	28%	?	/	3%	/	-5%	-1%
COc1ccc(N2CCN(CCC(=O)c3ccc4ccccc4c3)CC2)cc1
    17%	-7%	-9	-2%	?	0%	/	7%	-5%	?	-1%
CCCN1CCN(C(=O)CCCNC(=O)c2ccc(Cl)cc2)CC1
    -1%	1%	14	1%	-14%	13%	0%	-6%	8%	-18%	0%
Cc1cc(C(=O)C(C)OC(=O)C2=NNC(=O)CC2)c(C)n1-c1ccc(OC(F)F)cc1 (stereo unspecified)
    -2%	-1%	-3	-1%	?	2%	6%	0%	/	0%	-1%
CC1CCC(NC(=O)C2CC(=O)N(c3ccc4c(c3)OCCO4)C2)CC1 (stereo unspecified)
    -13%	-5%	11	-1%	29%	1%	-7%	-3%	2%	-8%	5%
O=C(CSc1ncnc2c1cnn2CCO)Nc1cccc(C(F)(F)F)c1
    -6%	4%	7	0%	37%	?	10%	22%	-6%	-10%	-2%
O=C(NCCCN1CCCC1=O)Nc1ccc(Cl)cc1Cl
    4%	-3%	1	3%	11%	?	1%	1%	0%	-9%	18%
CCOc1ccc(NC(=O)NCc2cccn2C)cc1
    7%	?	10	?	24%	?	/	-2%	-5%	-2%	20%
O=C(CCCCl)NC1=NN(c2ccccc2)C(=O)C1
    -1%	-1%	4	-1%	10%	6%	-2%	5%	8%	-12%	-4%
CC1CSc2ccccc2NC1=S (stereo unspecified)
    -8%	-1%	1	-1%	7.1µM*	1%	2%	12%	-21%	7.9µM*	1%
C=CCn1c(=O)c2ccccc2n2nnc(C(=O)OCC)c12
    0%	?	-4	-4%	-21%	-1%	-2%	-2%	/	6%	1%
COc1ccc(Cl)c2sc(N(CCN(C)C)C(=O)CCS(=O)(=O)c3ccc(C)cc3)nc12
    -1%	-1%	-2	-4%	/	6%	/	/	/	/	-1%
Cc1ccc(NC(=O)COC(=O)c2ccc([N+](=O)[O-])s2)c(C)c1
    -1%	6%	-11	-1%	-19%	6%	4%	?	-3%	3%	-1%
O=C(O)C1C2C=CC(O2)C1C(=O)Nc1ccc(S(=O)(=O)Nc2ccccc2)cc1 (stereo unspecified)
    -1%	-2%	6	1%	?	-6%	28µM*	-7%	4%	?	-3%
O=C1c2ccccc2NC2CCCCCN12 (stereo unspecified)
    -2%	-11%	-6	0%	?	4%	6%	-1%	5%	17%	3%
COc1ccc(CN(C)CC(=O)NC(C)c2ccccc2)c(OC)c1 (stereo unspecified)
    11%	-3%	-14	-4%	-6%	12%	1%	-9%	-16%	-10%	3%
Cc1ccc(S(=O)(=O)NCc2cc(=O)n(C)c(=O)n2C)cc1C
    0%	5%	5	1%	-2%	15%	-2%[0.46 µM]	-9%	-9%	?	-2%
CCCOc1ccc(N2C(=O)CC(NCCNc3ccc(S(=O)(=O)CC)cc3)C2=O)cc1 (stereo unspecified)
    -7%	0%	5	-2%	25%	-7%	-1%	17%	1%	0%	-4%
CCN(CC)CCN1C(=O)C(O)=C(C(=O)c2ccco2)C1c1ccccn1 (stereo unspecified)
    -2%	-1%	0	1%	11%	7%	-6%	20%	-5%	4%	-2%
CCN1CCN(c2ccc(N=Cc3ccc(O)cc3O)cc2)CC1
    4%	17µM*	-1	1%	-9%	-2%	-3%	?	?	-8%	-5%
COCCNC(=O)C(c1ccc(C)cc1)N(Cc1ccco1)C(=O)CCC(=O)Nc1ccccn1 (stereo unspecified)
    -4%	-1%	23	-2%	-20%	6%	2%	4%	10%	-14%	0%
Cc1ccnc(SCCn2c(N3CCN(C)CC3)nc3c2c(=O)n(C)c(=O)n3C)n1
    2%	-1%	11	1%	-2%	1%	2%	-5%	/	1%	-3%
CCc1ccc2[nH]c3nc(C)cc(C)c3c(=O)c2c1
    -8%	?	-1	?	-38%[10 µM]	?	-7%	/	-3%	-5%	?
O=C(Nc1ccc(F)cc1)c1ccc(CN2CCc3ccccc3C2)cc1
    -1%	3%	-10	-26%	-10%	-23%	0%	-8%	?	-7%	-33%[inhibitor]
COc1cc2c(cc1OC)CN(C(=O)C1(c3ccccc3)CC1)CC2
    -1%	-1%	-22	-2%	-11%	?	-4%	-2%	-13%	3%	-6%
COc1ccccc1OCCn1c(=O)oc2ccc(C)cc21
    10%	3%	1	-5%	8%	-3%	-1%	4%	2%	11%	-4%
CN(Cc1ccccc1)c1ccc(N2C(=O)CCCC2=O)cc1[N+](=O)[O-]
    1%	-5%	-6	-3%	?	13%	1%	?	-1%	-7%	-12%
CN(Cc1cccc(F)c1)C(=O)CNS(=O)(=O)c1ccc2ccccc2c1
    3%	-2%	3	-3%	-26%	9%	4%	22%	?	-4%	0%
COc1ccc(-c2nc(N)ncc2-c2csc(C)n2)c(O)c1OC
    -2%	-1%	/	-2%	9%	-7%	-4%	-13%	-2%	-2%	1%
O=S(=O)(NC12CC3CC(CC(C3)C1)C2)c1ccc(F)cc1
    10%	4%	0	2%	1%	?	-3%	-1%	/	-2%	-4%
O=C(Nc1nnc(CCN2CCCCC2)s1)c1ccccc1
    -4%	6%	-18	-1%	11%	21%	3%	-3%	2%	4%	17%
O=C1CCCC(O)=C1C=Nc1ccc(O)cc1
    1%	-13%	0	6%	4%	1%	5%	6%	-22%	?	2%
Cc1cc(C)cc(COc2ccc3c(C)c(CC(=O)O)c(=O)oc3c2C)c1
    ?	?	17	1%	-1%	1%	/	-2%	-22%	-11%	-3%
CCC1CCCCN1S(=O)(=O)c1ccc(NC(=O)C2CCCO2)cc1 (stereo unspecified)
    -1%	5%	12	-5%	12%	-14%	-7%	1%	/	10%	0%
CCc1ccc(C)[n+](CC(=O)c2cccs2)c1
    -6%	4%	-8	0%	-15%	3%	/	3%	-4%	4%	-10%
O=C(COc1ccc(Cl)cc1Cl)Nc1ccccn1
    -12%	0.076µM*	14	?	-3%	?	-110%	-7%	5%	2.8µM*	0.1µM*
CCCOc1ccc(/C=C2\SC(N)=NC2=O)cc1OC
    9%	?	1	-3%	-17%	?	/	?	?	19%	0%
C=CCn1c(SCc2nc3sc(C(=O)O)c(C)c3c(=O)[nH]2)nnc1-c1ccccc1
    3%	-6%	-7	0%	-16%	11%	0%	5%	-28%	2%	-1%

High-throughput results: PubChem, National Center for Advancing Translational Sciences (NCATS)
